# ADAM10 inh = ADAM10 inhibition, QFRET primary screen. O14672. recombinant ADAM10, EDANS/DABCYL FRET peptide cleavage, 3 h. inhibition, % at 7 µM. actives 0.62% (n = 370,000). AID 720582;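 active = inhibition above a per-campaign cutoff equal to the mean of compounds falling between control-based bounds plus 3 SD, cut at about 20% in these data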;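 also: 0% = DMSO wells while the 100% control is not disclosed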
# PLCg1 inh = inhibitors of human phospholipase C gamma1; purified PLC-gamma1, fluorogenic substrate, fluorescence; P19174; AID 720700; actives 0.84% (n = 370,000); inhibition, % at 12.2 µM; in the data active = inhibition above about 9.5%
# TDP2 inh = TDP2 (human) inhibition, absorbance primary screen; O95551; recombinant TDP2, T5PNP hydrolysis, p-nitrophenol absorbance 415 nm; inhibition, % at 12.8 µM; actives 0.34% (n = 370,000); AID 720702;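 active = inhibition above the mean of all tested compounds plus 3 SD, set per campaign, cut at about 25% in these data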;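 also: 0% = DMSO with enzyme and 100% = buffer with substrate but no TDP2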
#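 System – recombinant human TDP2 · Amount – 120 nM TDP2 per well · Buffer or medium – Mg2+-containing Tris-HCl buffer, pH 7.5 · Reagent – T5PNP substrate, 5 mM · Dosing – 12.8 µM single point, 1% DMSO · Incubation – 2 h at 37 °C · Measured by – epi absorbance · Read-out basis – percent inhibition · Benchmarks – high control without enzyme, low control DMSO plus TDP2 · Repeats – singlicate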
# PLC-beta3 inh = inhibitors of human phospholipase C beta3 | Q01970 | Purified PLC-beta3, fluorogenic substrate, fluorescence | inhibition, % at 12.2 µM | actives 0.18% (n = 370,000); in the data active = inhibition above about 11%;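 also: 0% = median of compound wells on plate and 100% = full blocker control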
# Target sequence (Q01970 whole entry, looked up): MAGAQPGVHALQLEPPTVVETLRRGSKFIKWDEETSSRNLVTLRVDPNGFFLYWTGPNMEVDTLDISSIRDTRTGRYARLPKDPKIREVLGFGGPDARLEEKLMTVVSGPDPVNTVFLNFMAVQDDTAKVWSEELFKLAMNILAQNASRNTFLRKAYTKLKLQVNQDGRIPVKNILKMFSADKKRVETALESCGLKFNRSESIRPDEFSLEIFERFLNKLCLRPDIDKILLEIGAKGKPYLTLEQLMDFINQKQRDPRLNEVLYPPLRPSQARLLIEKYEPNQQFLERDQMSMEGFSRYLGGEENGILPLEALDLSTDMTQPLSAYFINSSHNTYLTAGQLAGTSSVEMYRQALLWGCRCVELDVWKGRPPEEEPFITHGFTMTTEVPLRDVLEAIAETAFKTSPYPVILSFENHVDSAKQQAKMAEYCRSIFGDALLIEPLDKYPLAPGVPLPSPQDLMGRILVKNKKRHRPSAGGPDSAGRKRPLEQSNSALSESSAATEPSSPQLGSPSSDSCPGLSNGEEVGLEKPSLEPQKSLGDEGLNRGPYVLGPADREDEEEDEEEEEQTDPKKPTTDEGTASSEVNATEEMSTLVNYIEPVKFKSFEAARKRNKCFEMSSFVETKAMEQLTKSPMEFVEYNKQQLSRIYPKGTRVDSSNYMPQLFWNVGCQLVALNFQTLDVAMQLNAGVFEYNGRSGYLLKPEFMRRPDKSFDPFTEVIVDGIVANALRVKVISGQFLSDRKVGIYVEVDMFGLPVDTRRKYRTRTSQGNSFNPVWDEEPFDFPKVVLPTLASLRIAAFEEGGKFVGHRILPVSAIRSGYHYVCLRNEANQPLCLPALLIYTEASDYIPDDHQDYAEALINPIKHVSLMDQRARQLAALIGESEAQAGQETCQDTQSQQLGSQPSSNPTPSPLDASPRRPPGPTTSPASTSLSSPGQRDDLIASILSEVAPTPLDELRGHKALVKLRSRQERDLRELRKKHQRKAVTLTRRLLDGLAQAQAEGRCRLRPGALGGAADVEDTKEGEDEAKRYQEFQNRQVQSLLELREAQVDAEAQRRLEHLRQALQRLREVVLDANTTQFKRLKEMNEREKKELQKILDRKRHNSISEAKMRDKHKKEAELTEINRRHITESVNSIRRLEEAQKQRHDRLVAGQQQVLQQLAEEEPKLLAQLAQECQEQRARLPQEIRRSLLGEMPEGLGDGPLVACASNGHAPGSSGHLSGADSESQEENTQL
# ASAP1 inh = blocks human ASAP1-stimulated Arf1 GTP hydrolysis. inhibition, % at 16.5 µM. GDP FP detection. actives 0.19% (n = 360,000). AID 624377. Q9ULH1; in the data active = inhibition above about 25%;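 also: 0% = vehicle with enzyme and substrate and 100% = no enzyme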
# ARFGAP1 inh = rat ARFGAP1 inhibition. inhibition, % at 16.5 µM. AID 651572. Q62848. actives 0.26% (n = 360,000). Arfgap1-stimulated ARF1 GTP hydrolysis, GDP FP detection;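 active = inhibition above a per-plate limit, mean inhibition of low control wells plus 3 SD, cut at about 25% in these data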;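 also: 0% = DMSO wells with enzyme and 100% = wells lacking Arfgap1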
#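 Material: truncated rat Arfgap1 GAP domain; Incubation: compound-enzyme preincubation 20 min, reaction 120 min, detection 60 min, 25 °C; Read-out: percent inhibition of Arfgap1-stimulated GTP hydrolysis; Technique: FP, GDP Alexa 633 tracer displaced from anti-GDP antibody, 620/688 nm; Controls: No-Arfgap1 wells (100%) versus DMSO full-reaction wells (0%); Replication: single well per compound.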
# ADAM17 inh = inhibits human ADAM17; P78536; recombinant ADAM17, EDANS/DABCYL FRET peptide cleavage; inhibition, % at 6.95 µM; AID 720648; actives 0.83% (n = 370,000);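 active = inhibition above the mean of compounds lying between control limits plus 3 SD, set per campaign, cut at about 8.5% in these data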;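 also: 0% = DMSO-only wells as the low control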
# SIAE primary = human SIAE inhibition, primary screen; Q9HAT2; SIAE FP-Rh probe binding, fluorescence polarization; inhibition, % at 9.66 µM; actives 0.69% (n = 370,000); AID 1053197;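 active = inhibition above a cutoff: mean of compounds within the control limits plus 3 SD of those, cut at about 17% in these data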;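 also: 0% = plate median of compound wells and 100% = probe without SIAE protein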
# DDE Tn6 FP inh = DD(E)-Tn6 binding inhibition, primary FP screen. Fibrin DD(E) TRITC-Tn6 fluorescence polarization displacement. inhibition, % at 8.3 µM. P02675. AID 720509. actives 0.21% (n = 370,000);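 active = inhibition above a per-campaign cutoff: mean of compounds within control limits plus 3 SD, cut at about 15% in these data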;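 also: 0% = median of all compound wells on the plate and 100% = blocking peptide control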
# DDE Tn7 FP inh = DD(E)-Tn7 binding inhibition, primary FP screen; FP displacement of FITC-Tn7 peptide from fibrin DD(E); 0% = median of compound wells per plate; inhibition, % at 8.3 µM; AID 720508; P02675; actives 0.13% (n = 370,000);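 active = inhibition above the mean of compounds falling within the control limits plus 3 SD of them, cut at about 14% in these data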;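 also: 0% = plate median of compound wells and 100% = 10 µM Aha-Tn7 peptide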
#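 Also added: labelled Tn7 tracer, 0.1 µM; Assay system: human fibrin DD(E) protein; Amount: 2 µM fibrin DD(E); Schedule: 10 min compound pre-incubation, 3 h probe incubation at room temperature; Repeats: one replicate per compound; Read-out basis: percent inhibition; Measured by: fluorescence polarization of the labelled Tn7 tracer.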
# Numbers without * were called inactive; nt = no result given.
SMILES,ADAM10 inh,PLCg1 inh,TDP2 inh,PLC-beta3 inh,ASAP1 inh,ARFGAP1 inh,ADAM17 inh,SIAE primary,DDE Tn6 FP inh,DDE Tn7 FP inh
O=S(=O)(/N=C/N1CCOCC1)c1ccc(Cl)cc1,-0.2,1.2,4.3,1.0,0.8,-6.6,-2.8,8.1,-2.4,-4.5
CCOc1ccc(NC(=O)CCSc2nnc(C)s2)cc1,-5.6,0.6,3.7,0.1,5.5,0.2,-1.6,7.0,5.7,-6.7
COc1ccc(C(=O)NC(C)c2nnc(SCC(=O)NC3=NCCS3)n2C)cc1 (configuration not stated),-0.5,-0.8,1.7,-4.4,-0.9,-3.3,0.1,1.0,0.8,-3.6
Cc1ccc(N=C(NO)c2nonc2N)cc1,7.3,1.8,11.9,0.4,9.1,3.4,-0.8,40.6*,2.6,-0.2
COC(=O)c1c(NC(=O)C2CCCO2)sc2c1CCC2 (configuration not stated),-45.4,-7.7,-0.3,-12.8,2.5,-4.2,-13.8,-1.6,-4.8,1.4
COc1ccc(Br)cc1C(=O)NC(=S)Nc1ccc2[nH]c(=O)[nH]c2c1,-4.8,-2.8,5.0,-9.8,18.9,1.6,-3.9,4.9,-0.7,-1.0
O=C(c1cc2cc(Cl)cc(Cl)c2oc1=O)N1CCOCC1,-8.8,-61.2,-1.3,-82.3,-2.1,-6.4,-5.6,-2.1,5.1,-4.7
CCOc1ccc(C(=O)Nc2ccc(N3CCN(C)CC3)cc2)cc1Br,7.3,3.0,-10.5,-0.9,9.0,6.3,0.8,6.6,-6.3,-9.0
Cc1ccc(Nc2nc3c(c(=O)[nH]2)CCCC3)cc1,9.1,6.1,-7.3,-3.5,4.0,0.1,1.3,1.5,-5.3,-0.4
C=CCSc1nnc(NC(=O)C2CC(=O)N(Cc3ccc(C)cc3)C2)s1 (configuration not stated),-0.1,3.5,-1.7,-13.9,4.8,-3.2,0.1,2.8,-6.4,-0.9
COc1nccnc1NS(=O)(=O)c1ccc(N=Cc2c(C)[nH]n(-c3ccccc3)c2=O)cc1,-2.8,0.8,11.8,2.7,-7.3,-2.7,-3.3,-7.1,3.3,0.2
Cn1ccnc1Sc1nc2c(c(=O)n(C)c(=O)n2C)n1C,1.9,-2.2,-0.6,-1.9,1.3,-7.5,-5.9,5.3,4.2,7.2
COc1cccc(NC(=O)CC2S/C(=N\S(=O)(=O)c3ccccc3)N(c3ccccc3)C2=O)c1 (configuration not stated),15.6,-0.3,-5.0,-3.7,13.8,7.5,10.2*,-8.4,0.0,0.7
Cc1cccc(N=C2NC(=O)C(CO)(CO)S2)c1,-2.9,-0.2,5.1,-6.3,-7.8,-7.7,-3.0,0.6,4.2,8.2
Cc1ccccc1C(=O)NC1CC2CCCC(C1)N2Cc1ccccc1Cl (configuration not stated),-0.5,-1.2,-2.6,2.8,-3.1,-5.0,0.3,3.8,-2.4,0.5
COc1ccc(OC)c(S(=O)(=O)NCc2ccccc2)c1,-1.3,2.0,0.1,0.1,-8.2,1.4,-4.1,-6.7,-1.5,4.5
CCOc1ccccc1N1CCN(C(=O)NCc2ccc(C)cc2)CC1,1.8,-5.5,-3.8,-2.7,9.1,5.9,0.3,0.5,-0.1,-9.0
COc1ccc(-c2ccnc(-c3ccncc3)n2)cc1,0.7,5.5,-3.3,2.3,4.7,-5.3,-1.1,5.5,3.4,7.8
Cc1ccc(Sc2c([N+](=O)[O-])ncn2C)cc1,-4.3,7.9,-17.1,-1.9,5.5,12.5,4.5,-1.6,-3.9,-2.6
O=C1c2nc3cc(-c4ccco4)[nH]n3c(=O)c2CN1C1CCCCC1,-441.6,-376.8,3.8,-444.2,5.3,1.1,-177.5,-0.1,-6.0,-0.1
COC(=O)COc1ccc(S(=O)(=O)NCCC2=CCCCC2)cc1C,0.8,-1.6,4.2,-2.0,21.0,-0.9,0.9,1.5,0.5,-3.4
CN(C)S(=O)(=O)n1cc(/C=C(\NC(=O)c2ccccc2)C(=O)N2CCCCC2)c2ccccc21,-10.0,0.9,4.0,3.0,-5.0,9.7,-4.3,6.1,-3.9,-4.9
CC(C)C(C)NC(=O)CN1C(=O)NC(c2ccccc2)(c2ccccc2)C1=O (configuration not stated),-0.8,1.6,1.6,-2.4,-25.1,-5.7,-1.9,2.4,1.9,1.1
O=C(Nc1ccccc1C(F)(F)F)c1cccnc1,1.9,0.0,7.0,0.8,-7.0,-7.5,-4.1,0.2,-3.3,-1.8
COc1cccc(CN(C)C(=O)c2cc(S(=O)(=O)NCc3ccccc3)ccc2C)c1OC,-7.4,-3.0,-10.8,-9.3,-9.0,1.8,-1.4,0.8,-0.7,5.8
CCN1C[C@@H]2[C@@H]3C(=O)N(Cc4ccccc4)C(=O)[C@@H]3[C@](Cc3ccccc3)(C(=O)OC)N2C1=NC1CCCCC1,2.5,1.0,9.0,3.8,3.7,12.7,-1.2,-4.0,-5.9,-3.9
COc1ccc(-c2cnc3c(c2)C(=O)N([C@H](C)CO)C[C@@H](C)[C@H](CN(C)Cc2ccccc2)O3)cc1,12.8,-0.9,-4.6,-1.8,-17.8,-10.9,2.2,-2.7,7.2,6.1
COc1ccc(N2CCN(S(=O)(=O)c3c(C)nc4sccn4c3=O)CC2)cc1,2.7,6.0,1.3,4.3,1.6,9.6,0.1,5.5,4.7,-2.4
CC(NC(=O)CSCc1ccccc1Br)c1ccccc1 (configuration not stated),-5.6,-0.3,-7.4,0.5,-5.8,-0.8,-0.7,1.4,2.9,-4.5
O/N=C/c1cccc[n+]1CCCCCC[n+]1ccccc1/C=N/O,-0.6,1.3,-3.3,-4.7,-12.3,4.5,1.9,3.5,5.2,1.5
CCN(CC)CCNC(=O)C(C)c1nn(C)c(=O)c2ccccc12 (configuration not stated),4.1,0.9,-9.5,6.0,-15.9,-5.3,1.4,-0.5,-3.3,5.9
Cc1ccccc1CN1CCCCC(NC(=O)c2ccccc2C)C1=O (configuration not stated),6.7,5.7,0.8,0.8,nt,nt,3.3,-1.2,-0.5,-3.2
COc1cc2cnc(-c3ccccc3)c(-c3ccc(C#N)cc3)c2cc1OC,-4.6,-3.6,9.7,-8.5,6.2,-0.7,-2.9,1.6,-2.4,1.9
O=C(/C=C/Nc1ccc(F)c(Cl)c1)c1ccccc1,6.5,-7.8,-9.0,-15.6,-1.7,5.5,2.4,8.0,3.3,-5.0
COc1ccc(CSc2nc(O)cc(=O)n2CC(C)C)cc1F,6.2,-1.3,-1.5,-6.2,1.9,-12.9,-0.7,-12.4,2.4,-4.0
Cc1ccccc1CN1CCCC(C(=O)Nc2ccc(-c3ccn[nH]3)cc2)C1 (configuration not stated),-0.8,4.9,-7.3,-0.9,0.7,-5.6,7.4,-7.5,0.7,-3.0
Cc1ccc(NC2Sc3ccccc3NC2=O)cc1 (configuration not stated),4.1,-0.2,10.2,-1.2,-12.1,6.6,-1.4,7.0,1.4,3.7
COC(=O)[C@]1(C)N[C@H](CN(C)S(=O)(=O)c2ccc(-c3ccccc3)cc2)[C@@H]2C(=O)N(Cc3ccccc3)C(=O)[C@@H]21,-3.5,-2.1,-3.5,4.3,-1.1,-1.4,0.2,-2.5,-2.3,-3.8
CCN(CC)Cc1oc(-c2ccccc2)cc1C(=O)O,-8.2,-1.0,-20.3,-14.2,6.5,6.7,-3.8,5.8,-0.3,-0.2
COc1ccc(C(=O)C[n+]2cc(Br)cc3ccccc32)cc1[N+](=O)[O-],8.5,-10.3,-2.1,-19.1,9.6,3.0,-6.2,2.8,-12.3,-2.0
O=C(Nc1cccnc1)c1cccc(S(=O)(=O)N2CCCCC2)c1,-3.2,-0.6,-12.1,3.1,-8.3,-10.5,-0.6,5.7,6.3,1.6
COC/C=C/C1=CC2=CC(=O)C(C)(OC(=O)c3cnc4ccccc4n3)C(=O)C2=CN1CCCOC(C)C (configuration not stated),-6.2,-10.0,8.3,-15.6,-13.6,-2.1,-3.6,6.3,-1.0,-5.4
Cc1ccc(NC(=O)N2C3CCCC2CC(NC(=O)C2CC2)C3)cc1 (configuration not stated),3.2,6.7,9.5,-1.6,-9.7,10.7,2.8,-8.3,-0.5,1.3
Cn1c(=O)[nH]c(=O)c2c1nc(OC(=O)c1ccccc1)n2CC(O)COc1ccc(F)cc1 (configuration not stated),-2.2,1.3,9.4,-0.4,-1.4,-9.9,-4.4,2.1,-10.7,0.1
CC(C)C[C@H](NC(=O)Nc1cccc(C(F)(F)F)c1)C(=O)O,3.3,-1.2,0.9,-0.8,-2.8,12.9,-4.1,-5.8,3.7,8.7
OCC[C@H]1C[C@@H](O)[C@H](O)[C@@]2(Cc3ccccc3CO2)O1,2.9,2.2,-1.7,5.9,15.0,0.7,0.2,0.6,9.5,1.1
S=c1[nH]c2ccccc2c2ccccc12,-0.9,-11.0,2.5,-16.2,-8.4,-8.9,-6.9,-5.3,2.1,5.4
CNCc1ccccc1OCC(=O)Nc1ccccc1,-1.9,2.8,7.1,3.5,4.3,0.6,-1.4,9.5,0.6,-1.1
FC(F)(F)c1nc2ncc(Cl)cc2[nH]1,-0.1,-0.6,5.9,0.9,-4.8,-3.1,-1.6,-1.8,1.1,-7.1
CCCC(=O)NC(=S)Nc1ccccc1OC,3.4,7.2,-0.9,3.2,0.6,10.0,-0.5,-3.3,5.3,3.8
# More entries:
SMILES,ADAM10 inh,PLCg1 inh,TDP2 inh,PLC-beta3 inh,ASAP1 inh,ARFGAP1 inh,ADAM17 inh,SIAE primary,DDE Tn6 FP inh,DDE Tn7 FP inh
S=C(Nc1cccc2ccccc12)N1CCN(c2ncccn2)CC1,-85.4,-35.5,7.0,-44.4,8.5,0.7,-34.2,2.9,-2.6,3.4
O=C(O)c1nnn(-c2ccc(F)cc2F)c1-c1ccccc1,-7.3,-0.4,-2.8,-2.6,-7.1,-11.7,-6.0,-5.2,0.2,0.9
Cc1ccccc1CSCCNS(C)(=O)=O,8.2,5.8,-1.3,4.8,-11.6,0.7,-1.3,-2.1,-1.7,-6.0
O=C(Nc1ccc(N2CCCCC2)cc1)c1ccc(F)cc1,2.2,0.6,-3.4,1.2,-8.3,-8.8,-0.6,0.1,4.3,1.1

# Bioassay records from PubChem BioAssay.
